# KCNH2 3.1 inh: blocks the human KCNH2 3.1 channel isoform; activity change, % (tested at about 1.8 µM); U2OS KCNH2 3.1, thallium flux FluxOr; active compounds read low; 340,000 compounds, 0.95% hits;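 active means maximum activity change below -70%; inconclusive means maximum activity change from -70% to -50%; inactive means maximum activity change above -50%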;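 further: thallium influx rate constant from kinetic fluorescence after stimulation buffer; on the % scale 0 is the no-effect control and ±100 the full control effect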
#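 FluxOr-based Tl+ influx in U2OS cells transduced with KCNH2 3.1 virus; rate constants normalized to DMSO controls.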
# VP16 counter: Gal4-VP16 reporter inhibition counter-screen | Drosophila S2 Gal4-VP16 UAS-luciferase, luminescence, 20 h | 310,000 compounds, 3.5% hits | Potency, µM (titrated, usually from 53.6 µM), for inactives: at the top dose activity, negative = inhibition, hits mostly inhibitors | AID 2546;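 further: Gal4-VP16 expression switched on by copper sulfate through the metallothionein promoter; potency means the concentration at half of the fitted maximal effect; on the % scale 0 is the no-effect control and ±100 the full control effect; nearly all actives have a fitted effect of over 50% in size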
# Coupling enz: inhibits coupling enzyme system, counter-screen for aldolase hits; coupling enzyme system counterscreen, AmpLite Red fluorescence; activity change, negative = inhibition, % at 58.2 µM, hits read low; 290,000 compounds, 0.67% hits; in the data active means activity change below about -30%; further: on the % scale 0 is the no-effect control and ±100 the full control effect
#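 Counterscreen lacking aldolase: glyceraldehyde-3-phosphate coupling-enzyme reagent preincubated 10 min at RT with compound (at 57.5 uM final), then substrate/coupling system with AmpLite Red added; fluorescence read at 525/598 nm after 20 min RT.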
# uPA surface inh: blocks generation of uPA at the cell surface | cell surface uPA generation assay, qHTS | Potency, µM (top dose mostly 38.3 µM), inactives show at the top dose activity change, negative = inhibition, usual class: inhibitors | 330,000 compounds, 0.31% hits; active means well fitted inhibition curve with a large enough effect; inconclusive means small, poorly fitted or top-dose-only effect; inactive means no such curve, though single readings can be large or run the other way; tested in mouse RAW 264.7 cells; further: potency means the concentration at half of the fitted maximal effect; on the % scale 0 is the no-effect control and ±100 the full control effect; nearly all actives have a fitted effect of over 55% in size
# Giardia kill: Giardia lamblia killing | Giardia lamblia trophozoite viability | activity change, % at 7.66 µM, hits read low | 340,000 compounds, 0.15% hits | AID 540267; in the data active means activity change below about -80%; inconclusive means between about -30% and that limit;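 further: parasites exposed to compound for two days anaerobically before the ATP read; on the % scale 0 is the no-effect control and ±100 the full control effect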
#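 Viability, read as ATP luminescence: trophozoites at 100 cells/well, compound added, 48 hrs anaerobic at 37 deg C, then 15-30 min room-temperature development before reading.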
# RORg inh: inhibitors of mouse ROR gamma transcriptional activity; P51450; Drosophila S2 Gal4-RORgamma UAS-luciferase reporter, 20 h; Potency, µM (series often up to 53.6 µM), for the others: at the top dose activity change, negative = inhibition, most hits filed as inhibitors; 310,000 compounds, 5.4% hits; AID 2551; further: potency means the concentration at half of the fitted maximal effect; on the % scale 0 is the no-effect control and ±100 the full control effect; nearly all actives have a fitted effect of over 60% in size
#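 Read-out: Photinus luciferase luminescence; inhibitors lower reporter signal. Insect Schneider cells with Gal4-ROR gamma fusion under metallothionein promoter, UAS reporter; 700 uM final copper sulfate induction, 20 hr, ambient temperature.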
# Rab9 prom act: activates the Rab9 promoter; Huh7 Rab9 promoter-luciferase reporter, luminescence, 24 h; Potency, µM (titrated, usually from 9.22 µM), without a hit: at the highest dose activation, negative = inhibition, usual class: activators; 320,000 compounds, 2.8% hits; further: potency means the concentration at half of the fitted maximal effect; % of control where 0% means no effect; nearly all actives have a fitted effect of over 60% in size
#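 Huh7 cells stably carrying Rab9 promoter–luciferase reporter, plated 1500 cells/well, compound added after 2 h and incubated 24 h at 37 °C; luciferase luminescence then read after 10 min with detection reagent.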
# NPC1 promoter act: activates the NPC1 promoter; Potency, µM (series often up to 9.22 µM), for the others: at the top dose activation, usual class: activators; 320,000 compounds, 2.4% hits; AID 485313; Huh7 NPC1 promoter luciferase reporter, 24 h;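 further: potency means the concentration at half of the fitted maximal effect; % of control where 0% means no effect; nearly all actives have a fitted effect of over 60% in size; reporter is driven by a mutant NPC1 promoter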
#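 In 1536-well qHTS, Huh7 cells harboring an NPC1 promoter–luciferase construct received compound for 24 h; activation was quantified by luminescence following luciferase reagent addition.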
# ELG1 genotoxic: genotoxicity induction in ELG1-luciferase HEK293T cells; Potency, µM (doses to about 46 µM), without a hit: at the top dose activity change, positive = activation, hits mostly activators; 330,000 compounds, 1.3% hits; HEK293T ELG1-luciferase reporter, luminescence, 16 h; further: potency means the concentration at half of the fitted maximal effect; % of control where 0% means no effect; nearly all actives have a fitted effect of over 60% in size
#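 DMSO vehicle served as control against compound-treated ELG1-luciferase HEK293T cells; exposure lasted 16 hr at 37 °C and 5% CO2, followed by ONE-Glo luminescence detection after 30 min.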
# Tb PFK block: blocks T. brucei phosphofructokinase | O15648 | T. brucei PFK, ADP-Glo luminescence | Potency, µM (doses to about 57.5 µM), for the others: at the top dose activity, negative = inhibition, most hits filed as inhibitors | 330,000 compounds, 0.17% hits;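 further: potency means the concentration at half of the fitted maximal effect; 0% = uninhibited 1x PFK enzyme wells and -100% = no-enzyme wells; nearly all actives have a fitted effect of over 60% in size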
# Target sequence (O15648 whole entry, looked up): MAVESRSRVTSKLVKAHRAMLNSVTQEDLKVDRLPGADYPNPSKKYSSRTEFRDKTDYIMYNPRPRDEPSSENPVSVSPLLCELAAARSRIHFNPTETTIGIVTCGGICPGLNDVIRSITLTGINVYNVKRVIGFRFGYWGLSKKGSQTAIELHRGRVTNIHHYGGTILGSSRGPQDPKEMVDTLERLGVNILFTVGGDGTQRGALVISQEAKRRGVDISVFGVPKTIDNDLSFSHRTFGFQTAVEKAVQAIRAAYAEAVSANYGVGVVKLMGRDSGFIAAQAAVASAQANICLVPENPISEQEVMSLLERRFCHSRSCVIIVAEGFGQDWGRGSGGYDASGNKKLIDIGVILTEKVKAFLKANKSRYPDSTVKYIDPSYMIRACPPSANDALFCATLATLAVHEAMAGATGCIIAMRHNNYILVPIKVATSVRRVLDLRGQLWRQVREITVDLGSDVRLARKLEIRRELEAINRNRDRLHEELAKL
#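 Luminescent ADP detection (ADP-Glo, two-step: ATP depletion then ADP-to-ATP conversion for luciferase) reported PFK activity after 45 min room-temperature reaction of 1.25 nM enzyme with 0.5 mM F6P and 0.1 mM ATP at pH 8.0.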
# FLuc modulator: inhibits or activates purified firefly luciferase, miR-21 counter-screen; AID 588342; P08659; Potency, µM (highest dose often 57.5 µM), for inactives: at the highest dose activity change, negative = inhibition, hits mostly inhibitors; 360,000 compounds, 6.9% hits; purified FLuc, Km substrates, luminescence inhibition;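 further: potency means the concentration at half of the fitted maximal effect; plate controls were vehicle for no effect and reference inhibitor for full effect; nearly all actives have a fitted effect of over 55% in size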
# Target sequence (P08659 whole entry, looked up): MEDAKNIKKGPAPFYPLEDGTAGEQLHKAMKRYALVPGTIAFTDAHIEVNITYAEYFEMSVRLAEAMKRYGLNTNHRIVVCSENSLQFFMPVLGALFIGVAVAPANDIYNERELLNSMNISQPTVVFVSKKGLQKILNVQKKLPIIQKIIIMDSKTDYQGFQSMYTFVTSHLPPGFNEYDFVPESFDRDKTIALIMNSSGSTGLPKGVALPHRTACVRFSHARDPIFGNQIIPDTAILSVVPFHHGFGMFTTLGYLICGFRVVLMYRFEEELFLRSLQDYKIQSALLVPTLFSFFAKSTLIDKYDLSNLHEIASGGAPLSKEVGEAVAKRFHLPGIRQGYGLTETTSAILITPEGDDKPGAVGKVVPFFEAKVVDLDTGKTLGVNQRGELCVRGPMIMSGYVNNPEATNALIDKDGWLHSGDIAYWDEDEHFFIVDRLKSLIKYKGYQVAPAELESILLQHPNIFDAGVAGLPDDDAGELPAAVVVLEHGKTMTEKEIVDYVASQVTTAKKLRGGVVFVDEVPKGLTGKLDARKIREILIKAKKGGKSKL
#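 Biochemical qHTS of compounds, final roughly 60 µM downward over six points, against 10 nM purified firefly luciferase using Km concentrations of substrates (10 uM D-luciferin, 10 uM ATP) in Tris acetate pH 7.5 buffer; luminescence output.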
# Active calls of the source: *; ? = inconclusive; . = no result given; & = joins results of further samples; [ ] = remark or other dose. Unless noted, the call rests on the fitted dose curve; in most records, active means well fitted curve in the direction sought with a large enough effect; inconclusive means small, poorly fitted or top-dose-only effect, or another doubt; inactive means no such curve, though single readings can be large; an effect the other way counts as inactive or inconclusive. An unsorted share of the library; 14% or so of the library scored in one or more.
SMILES,KCNH2 3.1 inh,VP16 counter,Coupling enz,uPA surface inh,Giardia kill,RORg inh,Rab9 prom act,NPC1 promoter act,ELG1 genotoxic,Tb PFK block,FLuc modulator
CC1C(=O)NN=C1C(=O)N/N=C\C(Br)=C\c1ccccc1 (stereo unspecified),-15.0,1.58µM*,0.6,-16.6%,-21.5,1.26µM*,2.24µM*,2.51µM*,?,-2.5%,1.51µM*
O=C(NCc1ccco1)C1CCCN(S(=O)(=O)c2cnc[nH]2)C1 (stereo unspecified),-2.9,1.4%,0.1,-14.6%,-7.8,?,-8.2%,-2.5%,1.1%,0.4%,4.3%
O=c1ccn(Cc2ccccc2)c2ccccc12,-2.5,-2.3%,3.8,-9.7%,-0.8,?,-11.9%,-10.2%,0.5%,1.2%,4.9%
CC(=O)Nc1ccc2nc(-c3ccccn3)[nH]c2c1,-6.8,-23.8%,-1.2,-9.2%,-21.7,10µM*,2.82µM*,3.55µM*,?,2.7%,19µM*
O=C(NC(=O)c1ccccc1O)c1ccc2c(c1)CCO2,7.5,?,-2.9,-6.2%,?,5.01µM*,?,1.41µM*,?,0.0%,1.2µM*
COc1cc(/C=C(\C#N)C(=O)NCC2CCCO2)ccc1O (stereo unspecified),3.5,25.1%,1.0,-8.1%,-8.1,3.6%,-3.0%,-2.3%,5.3%,8.1%,-3.7%&-16.7%
COc1ccccc1N1CCN(S(=O)(=O)CCNC(=O)c2cccc(F)c2)CC1,-5.9,.,.,13.0%,2.1,.,1.8%,7.9%,-13.8%,-4.9%,3.4%
CCCC1=Nc2cc(C(=O)NCCN3CCOCC3)ccc2Sc2ccc(C)cc21,12.8,-6.0%,-0.4,-16.3%,-0.3,-0.6%,-1.1%,-3.5%,-3.0%,-7.3%,0.5%
Cc1cccc(Nc2nc(N)c(C#N)c(CC#N)c2C#N)c1,-3.9,0.9%,0.3,-17.0%,-8.4,42.0%,-3.4%,-3.6%,9.1%,10.1%,1.8%
Cc1cccc(Cl)c1OCCN1CCCC1,0.4,-2.5%,-30.3*,-2.3%,-1.0,-30.2%,-1.0%,-6.5%,14.9%,1.5%,3.0%
Cn1nc(C(=O)Nc2ccc3c(c2)OCCO3)cc1C(=O)O,8.5,-29.2%,1.6,-7.1%,-28.0,-44.6%,-4.8%,3.3%,12.8%,-7.2%,9.53µM*
CCOC(=O)C1CCN(S(=O)(=O)c2ccc(Cl)cc2)CC1,-9.3,-8.5%,2.2,-1.3%,12.9,18.5%,-12.7%,0.4%,-3.8%,0.0%,2.2%
Cc1ccccc1C(=O)Nc1cccc(C(=O)N/N=C/c2ccccn2)c1,2.0,2.5%,0.0,-2.9%,2.9,-1.2%,9.6%,-1.9%,0.6%,1.6%,?
Cc1c(C(=O)N(C)CC(=O)Nc2cccc(F)c2)oc2c(Cl)cccc12,-11.8,.,.,1.8%,-12.2,.,-3.0%,-0.6%,-0.9%,-9.5%,-2.0%
CCOC(=O)C1CSC(CC(=O)Nc2ccc(Cl)c(Cl)c2)C(=O)N1 (stereo unspecified),-9.4,?,3.0,2.2%,-7.1,20.5%,.,.,.,.,-0.2%
Cn1c(=O)c2c(O)c(Cc3ccccc3)c(=O)n(C)c2n(C)c1=O,-13.6,-8.1%,-1.8,-0.3%,-23.6,17.1%,-2.5%,-4.1%,0.6%,-0.2%,-0.4%
Nn1c(SCc2cccc(Cl)c2)nnc1-c1ccncc1,9.8,-7.7%,-0.6,3.3%,13.6,27.4%,-1.4%,-35.7%[inhibitor],-0.7%,-5.6%,0.0%
COc1ccc(CCNC(=O)c2cccc(NC(=O)CC3SC(N4CCCCC4)=NC3=O)c2)cc1OC (stereo unspecified),3.1,1.6%,0.3,5.3%,9.9,1.7%,0.0%,1.2%,-6.3%,-0.6%,?
O=C(CCS(=O)(=O)c1cccc2nonc12)N1CCOCC1,2.3,11.8%,1.5,1.9%,-4.4,35.2%,-4.4%,0.3%,-1.4%,-0.3%,-0.6%
CN(C)c1ccc(C2C3C(=O)NC(=O)C3ON2c2ccc(Cl)cc2)cc1 (stereo unspecified),-1.9,9.5%,2.4,0.7%,24.9,9.7%,-2.2%,0.8%,5.8%,?,?
COc1cccc(N2C(=O)CC(N3CCc4ccccc43)C2=O)c1 (stereo unspecified),-19.1,4.4%,-1.0,6.6%,-14.7,29.0%,0.8%,21.2%,7.9%,0.8%,-17.2%
Cc1ccccc1NC(=O)N1c2ccccc2CC1C (stereo unspecified),6.5,-7.6%,-2.7,4.5%,3.4,8.5%,-9.3%,0.9%,2.0%,2.5%,?
Cc1ccc(-n2c(SCC(=O)N3CCOCC3)nnc2-c2ccncc2)cc1,-5.1,24.5%,-0.6,2.2%,9.1,-26.7%,-6.2%,1.5%,-1.4%,-0.1%,0.0%
Cc1ccc(C)c(NC(=O)CN(C)C(=O)Cn2c(=O)oc3ccccc32)c1,2.1,.,.,-0.4%,-2.2,.,-5.1%,-0.4%,-7.3%,-4.9%,3.8%
Cc1ccc(NC(=S)N=Nc2c(O)n(C)c3ccc(S(=O)(=O)N4CCOCC4)cc23)cc1,-15.2,1µM*,-1.1,-5.6%,-7.0,0.708µM*,-12.8%,-16.1%,-7.6%,4.6%,4.4%
O=S(=O)(c1ccc(N2CCCCCC2)nc1)N1CCCC1,6.5,1.4%,-2.1,-0.5%,4.9,3.0%,10.1%,5.6%,3.5%,-1.9%,0.0%
CCOC(=O)c1sc2ncnc(N3CCN(CC)CC3)c2c1C,-16.2,7.2%,0.0,0.9%,12.1,-26.2%,-0.7%,-1.7%,0.1%,-3.7%,-0.8%
CCCCN(C(=O)c1ccccc1OCc1ccc(F)cc1)c1c(N)n(CC(C)C)c(=O)[nH]c1=O,.,-13.8%,0.6,2.1%,-14.6,-15.9%,5.8%,-1.6%,-0.2%,-1.1%,1.1%
CNC(=O)n1cc(C)c(-c2cccs2)n1,-7.1,1.3%,1.3,-7.6%,-1.2,-8.8%,0.4%,-5.5%,5.4%,-9.1%,-10.3%
COc1ccc(C(=O)c2ccc(OC)c3cccc(O)c23)cc1OC,-16.4,-16.1%,-13.7,0.7%,5.0,23.2%,-3.8%,-2.5%,-3.7%,0.1%,-17.8%
CC(C)C(NC(=O)OCc1ccccc1)C(=O)NCC(=O)OC(C)(C)C (stereo unspecified),10.8,6.8%,1.9,2.5%,0.5,10.8%,-6.8%,1.9%,-5.8%,0.0%,14.5%
COc1ccccc1Nc1nn2c(=O)c3ccc(C(=O)N4CCCCC4)cc3nc2s1,-3.5,-3.1%,1.0,-5.9%,-4.2,44.3%,-5.5%,-6.0%,-5.2%,4.1%,-15.5%
C1=C[C@@H]2CCN(Cc3ccccc3)Cc3cccc(c32)C1,-7.4,.,.,?,-6.1,.,1.3%,-3.3%,0.7%,3.6%,-1.7%
COc1ccc(N(C(=O)c2cccc(OC)c2OC)C2C=CS(=O)(=O)C2)cc1 (stereo unspecified),5.8,2.5%,3.5,9.2%,0.7,2.5%,3.9%,3.1%,-0.3%,3.1%,5.2%
CCN(C(=O)CN1C(=O)COc2ccc(S(=O)(=O)N3CCOCC3)cc21)c1ccc(OC)cc1,5.4,3.7%,5.6,-7.0%,32.3[activator],-41.7%,-0.6%,2.6%,0.6%[9.26 µM],-7.1%,0.8%&-2.4%
Cn1c(=O)c2c(-c3ccc(C(C)(C)C)cc3)n(CC3CCCO3)cc2n(C)c1=O (stereo unspecified),-5.8,5.5%,0.1,.,5.5,19.5%,18.7%,-18.1%,3.0%,0.5%,3.5%
O=C(N/N=C/C(Br)=C/c1ccccc1)C1CC1,2.5,?,-0.1,.,-4.7,?,2.82µM*,29.4%,10.3%,-2.7%,?
O=C(N1CCOCC1)C(F)(F)C(F)(F)C(F)(F)C(F)(F)C(=O)N1CCOCC1,1.4,1.4%,1.4,2.3%,5.1,-29.2%,9.6%,-1.5%,13.7%,-12.2%,-1.1%
O=C(CCn1c(=S)[nH]c2ccccc2c1=O)NCCCN1CCOCC1,-1.9,0.0%,5.5,-0.8%,14.9,-2.4%,-9.7%,-7.0%,0.4%,-4.9%,0.6%
COc1ccc(CCNC(=O)C2CCN(C(=O)c3ccc(OC)c(OC)c3)CC2)cc1,-6.9,-4.0%,0.9,-0.4%,4.1,-11.4%,0.0%,-1.4%,0.5%,-1.2%,-0.6%

# From PubChem BioAssay
